# Tb PGK inh: T. brucei PGK inhibition | P07378 | PGK/GAPDH coupled, Kinase-Glo luminescence, 60 min | Potency, µM (top dose mostly 57.5 µM), inactives show at the highest dose activity change, negative = inhibition, actives largely listed as inhibitors | hit rate 0.043% among 380,000; further: potency means the concentration at half of the fitted maximal effect; on the % scale 0 is the no-effect control and ±100 the full control effect; nearly all actives have a fitted effect of over 60% in size
#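 Recombinant glycosomal PGK reaction used 1,3-bisphosphoglycerate generated in-well by GAPDH (100nM final) in 100mM TEA pH 7.6, 5mM MgCl2, 0.01% Tween-20. After 60 minutes at room temperature, ATP was read by Kinase-Glo Plus luminescence end-point.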
# rTrxR1 inhibitor: blocks rat thioredoxin reductase 1. AID 588453. O89049. recombinant rTrxR1, NADPH fluorescence consumption, selenite substrate. hit rate 1% among 390,000. Potency, µM (doses to about 114 µM), for inactives: at the top dose activity change, negative = inhibition, most hits filed as inhibitors; further: potency means the concentration at half of the fitted maximal effect; on the % scale 0 is the no-effect control and ±100 the full control effect; nearly all actives have a fitted effect of over 65% in size
#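 Rat TrxR1 (90 nM in the dispensed reagent) was pre-reduced with 400 uM NADPH for 5 min at room temperature, then incubated with compound for 15 min. After 400 uM selenite was added, NADPH fluorescence (Ex 340/Em 450 nm) was followed for 8 min.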
# HP1b binding inh: blocks HP1-beta chromodomain binding to methylated histone tails. P83916. AlphaScreen HP1-beta / biotin-H3K9me3 peptide binding. Potency, µM (doses to about 114 µM), inactives show at the top dose activity change, negative = inhibition, actives largely listed as inhibitors. hit rate 0.56% among 390,000. AID 540317; further: potency means the concentration at half of the fitted maximal effect; nearly all actives have a fitted effect of over 70% in size; inactives centre near 23
# Target sequence (P83916 whole entry, looked up): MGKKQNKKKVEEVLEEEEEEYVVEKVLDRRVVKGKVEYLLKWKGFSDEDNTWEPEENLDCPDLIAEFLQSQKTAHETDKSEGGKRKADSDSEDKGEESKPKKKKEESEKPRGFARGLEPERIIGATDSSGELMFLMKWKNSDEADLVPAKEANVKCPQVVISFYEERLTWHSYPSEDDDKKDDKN
#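 AlphaScreen: HP1-beta (50 nM) preformed 30 min with biotin-H3(1-18)K9me3 peptide (50 nM) in PBS pH 7.4, 0.01% Tween-20. Compound added for 30 min at RT, then streptavidin donor/nickel chelate acceptor beads (10 ug/mL) for 30 min.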
# Pin1 inh: human Pin1 inhibition. Pin1 FP peptide displacement, HiFluor488, 10 min. Potency, µM (titrated, usually from 115 µM), for the others: at the top dose activity, negative = inhibition, most hits filed as inhibitors. hit rate 0.009% among 390,000. AID 504891; active means well fitted inhibition curve with a large enough effect in the polarisation, with a control signal flat, not every such curve was filed as active; inconclusive means small, poorly fitted or top-dose-only effect, or effect the other way, or a change in a side signal; inactive means no such curve, though single readings can be large or run the other way; the % refers to the polarisation; further: potency means the concentration at half of the fitted maximal effect; on the % scale 0 is the no-effect control and ±100 the full control effect
# Target sequence (Q13526 whole entry, looked up): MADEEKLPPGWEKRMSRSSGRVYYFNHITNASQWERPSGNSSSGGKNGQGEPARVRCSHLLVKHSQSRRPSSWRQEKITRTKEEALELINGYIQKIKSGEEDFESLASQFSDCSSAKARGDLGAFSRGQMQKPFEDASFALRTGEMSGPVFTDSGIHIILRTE
# mIDH1 inhibitor: human IDH1 R132H inhibition; O75874; IDH1-R132H enzyme, NADPH consumption, diaphorase/resazurin fluorescence; Potency, µM (highest dose often 76.6 µM), inactives show top-dose activity change, negative = inhibition, hits mostly inhibitors; hit rate 0.093% among 390,000; AID 602179; further: potency means the concentration at half of the fitted maximal effect; on the % scale 0 is the no-effect control and ±100 the full control effect; nearly all actives have a fitted effect of over 65% in size
# Target sequence (O75874 whole entry R132H, stated change not applied): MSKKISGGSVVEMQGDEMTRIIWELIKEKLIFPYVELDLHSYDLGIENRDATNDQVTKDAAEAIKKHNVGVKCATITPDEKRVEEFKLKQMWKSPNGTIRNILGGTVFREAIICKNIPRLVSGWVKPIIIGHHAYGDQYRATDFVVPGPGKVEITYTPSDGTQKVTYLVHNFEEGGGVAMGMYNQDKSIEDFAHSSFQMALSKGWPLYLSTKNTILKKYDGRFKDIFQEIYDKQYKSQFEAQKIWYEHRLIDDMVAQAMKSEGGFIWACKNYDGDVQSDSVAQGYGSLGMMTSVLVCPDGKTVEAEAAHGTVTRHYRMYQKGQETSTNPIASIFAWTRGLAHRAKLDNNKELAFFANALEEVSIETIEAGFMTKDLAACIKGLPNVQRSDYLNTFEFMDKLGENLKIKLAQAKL
#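 IDH1-R132H (0.5 ug/mL) preincubated 30 min with compound, then NADPH (0.016 mM) and alpha-KG (2 mM) added; 80 min at RT, pH 7.5. Remaining NADPH coupled via diaphorase/resazurin to fluorescence (540/590 nm); concentration-response curves normalized to no-enzyme control.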
# GLS inh: inhibitors of human glutaminase (GLS) | O94925 | GLS enzymatic activity, qHTS titration | Potency, µM (series often up to 45.5 µM), inactives show at the highest dose activity change, negative = inhibition, usual class: inhibitors | hit rate 0.21% among 410,000 | AID 624170; further: potency means the concentration at half of the fitted maximal effect; on the % scale 0 is the no-effect control and ±100 the full control effect
#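 hKGA in 45 mM KH2PO4 pH 8.2, 0.02% Tween-20 with pin-transferred compounds; 1 mM L-glutamine (stock) plus glutamate oxidase/HRP/Amplex Red coupling added. Fluorescence read initially and after 30 min at RT.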
# PI4K2A inh: inhibitors of human PI4K2A | Q9BTU6 | purified PI4K2A, ADP-Glo luminescence, 1 h; active compounds read low | activity change, negative = inhibition, % at 76.9 µM | hit rate 0.13% among 420,000 | AID 1346378; in the data active means activity change below about -50%; inconclusive means mostly about -30% to -49%;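 further: -100% = wells without enzyme as full effect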
#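 Compounds are screened against recombinant PI4K2A using PI as substrate and ATP, the latter dispensed at 300 microM. Reactions run one hour at ambient temperature before ADP-Glo detection; full inhibition defined by wells lacking enzyme.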
# TrxR1 substrate: is turned over as a substrate by rat TrxR1; purified TrxR1 substrate turnover, NADPH consumption readout; Potency, µM (doses to about 114 µM), inactives show at the highest dose activity change, negative = substrate turnover; hit rate 0.01% among 390,000; AID 588456; further: potency means the concentration at half of the fitted maximal effect; on the % scale 0 is the no-effect control and ±100 the full control effect; nearly all actives have a fitted effect of over 50% in size
#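 Rat TrxR1, dispensed at 90 nM, was prereduced with 400 uM NADPH (final) for 5 min at ~22 deg C, then incubated with compound 15 min before 400 uM selenite. A first-read NADPH fluorescence drop versus no-compound background flagged substrates.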
# USP1-UAF1 inh: USP1/UAF1 (human) deubiquitinase inhibition; O94782; recombinant USP1/UAF1, Ub-Rhodamine cleavage fluorescence; Potency, µM (top dose mostly 57.1 µM), inactives show top-dose activity change, negative = inhibition, actives largely listed as inhibitors; hit rate 0.23% among 390,000; AID 743255; further: potency means the concentration at half of the fitted maximal effect; on the % scale 0 is the no-effect control and ±100 the full control effect; nearly all actives have a fitted effect of over 60% in size; inactives centre near -12
#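 1 nM enzyme complex + cpd, 15 min RT; start with Ub-Rho 150nM final; kinetic fluorescence ex 480/em 540, 6 reads q60 s. Buffer 50mM HEPES pH 7.8, 0.5mM EDTA, 0.1 mg/ml BSA, 1mM TCEP, 0.01% Tween-20.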
# The depositor's hits bear a star; i = inactive; ? = inconclusive; · = not tested or not shown; [ ] = another dose, or the depositor's remark. Unless noted, the call rests on the fitted dose curve; in most records, active means well fitted curve in the direction sought with a large enough effect; inconclusive means small, poorly fitted or top-dose-only effect, or another doubt; inactive means no such curve, though single readings can be large; an effect the other way counts as inactive or inconclusive. An excerpt; rates above refer to the full screens.
SMILES,Tb PGK inh,rTrxR1 inhibitor,HP1b binding inh,Pin1 inh,mIDH1 inhibitor,GLS inh,PI4K2A inh,TrxR1 substrate,USP1-UAF1 inh
Cc1oc(-c2ccc(Cl)cc2)nc1CS(=O)CC(=O)NCCCN1CCCC(C)C1 (centres undefined),-9%,3%,44%[activator],-1%,1%,-5%,-3,4%,-22%
CCc1ccc(C(C)NC(=O)c2cccs2)cc1 (centres undefined),-6%,7%,-3%,29%,16%,0%,-3,1%,-7%
Cc1nc2sc(C(c3ccc(Cl)cc3)N3CCN(CCO)CC3)c(O)n2n1 (centres undefined),-1%,18%[57.1 µM],15%,-7%,13%,4%,14,0%[57.1 µM],-20%
CN(CC(=O)Nc1ccccc1Br)C(=O)CCc1nc2ccccc2c(=O)[nH]1,i,11%,38%[activator],2%,2%,-5%,-5,4%,-12%
Cc1c2cnn(CC(=O)NCc3ccc(F)cc3)c(=O)c2c(C)n1Cc1cccc(Cl)c1,-2%,12%,9%,25%,4%,1%,-7,3%,-19%
O=C(NCCOc1ccccc1)N1[C@H]2CC[C@@H]1C=C(c1ccc(F)cc1OCc1ccccc1)C2,i,·,·,·,7%,3%,-1,·,-33%
Cc1cc(C)c2nc(NC(=O)CN3C(=O)NC4(CCCC4)C3=O)sc2c1,i,10%[57.1 µM],25%,-5%,0%,-4%,-4,-7%[57.1 µM],-33%
COc1ccc(-c2nc3ccc(NC(C)=O)cc3c(=O)n2Cc2cccc(Cl)c2)cc1COc1ccc(NC(C)=O)cc1,·,14µM*,-5%,?,·,·,·,0%,·
O=C(NCc1cccc(C(F)(F)F)c1)N1CCN(C(=O)c2ccccc2)CC1,i,5%,30%,-9%,2%,-15%,5,-4%,-14%
COc1ccc(C2CN=NC23CCc2ccccc2C3=O)cc1 (centres undefined),-11%,13%,115%[activator],5%,17%,0%,-3,3%,-14%
Cc1nn(-c2ccccc2)cc1C(=S)Nc1ccccc1,-2%,27%,31%,?,-4%,3%,10,6%,-30%
CCOC(=O)C1CCCN(CC(=O)Nc2c(C(=O)OC)[nH]c3ccc(Br)cc23)C1 (centres undefined),-1%,-4%,13%,3%,6%,5%,2,-10%,-18%
CCCCn1c(SCC(=O)NC2CC(C)(C)NC(C)(C)C2)nc2cc(S(N)(=O)=O)ccc21,0%,25%[57.1 µM],50%[activator],7%,8%,-4%,-2,-10%[57.1 µM],-10%
O=C(CN1CCN(Cc2ccccc2)CC1)N1CCCCCC1,-3%,29%[57.1 µM],-1%,1%,-4%,?,-5,6%[57.1 µM],-11%
COc1ccc(S(=O)(=O)N2CCCC(C(=O)NCCN3CCOCC3)C2)cc1C (centres undefined),i,21%[57.1 µM],-3%,2%,10%,8%,-8,8%[57.1 µM],-4%
CC1C(=O)N(Cc2ccccc2)c2ccccc2N1C(=O)c1ccccc1 (centres undefined),-8%,-8%,24%,0%,6%,-4%,-6,-7%,-25%
CC1CC(C)CN(S(=O)(=O)c2ccc(C(=O)Nc3nnc(C4CC4)o3)cc2)C1 (centres undefined),-2%,17%,54%[activator],-10%,-17%,9%,2,3%,-17%
CC(=O)Nc1ccc(NC(=O)CSc2nnc3ccc(-c4ccc(F)cc4)nn23)cc1,2%,15%,25%,2%,-10%,7%,4,8%,-13%
COc1ccc(CCC(=O)N/N=C\c2cccs2)cc1,i,24%,51%[activator],-10%,3%,-19%,-1,-4%,-12%
CNC(=O)CN(C1CCCCC1)S(=O)(=O)c1ccc(OC)c(Cl)c1,-1%,17%[57.1 µM],9%,-3%,-7%,4%,5,6%[57.1 µM],-11%
Cc1ccc(OCc2cc(C(=O)N3CCN(C4CCCCC4)CC3)no2)cc1C,-2%,2%,11%,4%,-4%,2%,0,-9%,-19%
O=C(Nc1ccc(Cl)c(Cl)c1)N1CC=C(c2ccccc2)CC1,i,-1%,17%,3%,2%,?,6,2%,?
COc1cccc(/C=N/Nc2nn3cnnc3c3ccccc23)c1O,-7%,6%[57.1 µM],43%,-1%,-4%,4%,-6,14%[57.1 µM],-12%
O=c1[nH]c(=S)[nH]cc1Oc1ccc(Br)cc1Br,3%,?,59%[activator],9%,-4%,-16%,-3,-6%,-13%
CCCc1cc(=O)oc2cc(OCC(=O)NCCCN3CCOCC3)ccc12,-9%,15%,20%,0%,-12%,-13%,1,16%,-17%

# Of the compounds above, these contain four or more nitrogen atoms:
SMILES,Tb PGK inh,rTrxR1 inhibitor,HP1b binding inh,Pin1 inh,mIDH1 inhibitor,GLS inh,PI4K2A inh,TrxR1 substrate,USP1-UAF1 inh
Cc1nc2sc(C(c3ccc(Cl)cc3)N3CCN(CCO)CC3)c(O)n2n1 (centres undefined),-1%,18%[57.1 µM],15%,-7%,13%,4%,14,0%[57.1 µM],-20%
CN(CC(=O)Nc1ccccc1Br)C(=O)CCc1nc2ccccc2c(=O)[nH]1,i,11%,38%[activator],2%,2%,-5%,-5,4%,-12%
Cc1c2cnn(CC(=O)NCc3ccc(F)cc3)c(=O)c2c(C)n1Cc1cccc(Cl)c1,-2%,12%,9%,25%,4%,1%,-7,3%,-19%
Cc1cc(C)c2nc(NC(=O)CN3C(=O)NC4(CCCC4)C3=O)sc2c1,i,10%[57.1 µM],25%,-5%,0%,-4%,-4,-7%[57.1 µM],-33%
COc1ccc(-c2nc3ccc(NC(C)=O)cc3c(=O)n2Cc2cccc(Cl)c2)cc1COc1ccc(NC(C)=O)cc1,·,14µM*,-5%,?,·,·,·,0%,·
CCCCn1c(SCC(=O)NC2CC(C)(C)NC(C)(C)C2)nc2cc(S(N)(=O)=O)ccc21,0%,25%[57.1 µM],50%[activator],7%,8%,-4%,-2,-10%[57.1 µM],-10%
CC1CC(C)CN(S(=O)(=O)c2ccc(C(=O)Nc3nnc(C4CC4)o3)cc2)C1 (centres undefined),-2%,17%,54%[activator],-10%,-17%,9%,2,3%,-17%
CC(=O)Nc1ccc(NC(=O)CSc2nnc3ccc(-c4ccc(F)cc4)nn23)cc1,2%,15%,25%,2%,-10%,7%,4,8%,-13%
COc1cccc(/C=N/Nc2nn3cnnc3c3ccccc23)c1O,-7%,6%[57.1 µM],43%,-1%,-4%,4%,-6,14%[57.1 µM],-12%
